UbGFP stabilizer: inhibits proteasome, raising ubiquitin-GFP reporter fluorescence; 67,000 tested, under 10 active; Ubiquitin-GFP reporter cells, proteasome inhibition, GFP fluorescence; response scale: untreated = 0%, 10 µM MG-132 = 100%; Potency, µM (top dose mostly 45.9 µM), without a hit: top-dose activation (GFP accumulation), actives largely listed as activators; active means well fitted activation curve with a large enough effect, not every such curve was filed as active; inconclusive means small, poorly fitted or top-dose-only effect, or another doubt; inactive means no such curve, though single readings can be large or run the other way; further: potency means the concentration at half of the fitted maximal effect
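Reporter cells (U2OS, ubiquitin-G76V-GFP fusion) are plated overnight, then treated 4 hr at 37 °C with compound titrations from 46 uM down to 2.9 nM. Activity is scaled against untreated cells and 10 uM MG-132.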
FLuc inh: firefly luciferase inhibition; purified firefly luciferase, luminescence, 8 min; Potency, µM (titrated, usually from 57.1 µM), inactives show top-dose activity change, negative = inhibition, hits mostly inhibitors; actives 2.2% (n = 72,000); P08659; further: potency means the concentration at half of the fitted maximal effect; on the % scale 0 is the no-effect control and ±100 the full control effect; nearly all actives have a fitted effect of over 40% in size
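Substrate buffer containing 10 uM ATP (pH 7.2 imidazole, Mg2+, KCl, detergent, BSA) is dispensed, compound pinned in, then luciferase/luciferin detector mix added. After 8 min at ambient temperature, light output is measured.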
Hsp90 Hop PPI: changes Hsp90-Hop TPR2A binding signal, up or down | AlphaScreen TPR2A-His6 binding biotin-Hsp90 C-terminal peptide | Potency, µM (highest dose often 57 µM), without a hit: top-dose activity change, negative = inhibition | actives 0.44% (n = 71,000) | AID 595; active means well fitted curve in either direction with a large enough effect; inconclusive means small, poorly fitted or top-dose-only effect, or another doubt; further: potency means the concentration at half of the fitted maximal effect; on the % scale 0 is the no-effect control and ±100 the full control effect; many of its hits are not listed in these tables
ALOX15 inhib: 15-hLO (ALOX15) enzyme inhibition | purified 15hLO-1, xylenol orange hydroperoxide absorbance | Potency, µM (series often up to 57.1 µM), inactives show top-dose activity change, negative = inhibition, actives largely listed as inhibitors | actives 1.4% (n = 74,000); further: potency means the concentration at half of the fitted maximal effect; on the % scale 0 is the no-effect control and ±100 the full control effect; nearly all actives have a fitted effect of over 55% in size
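Purified human 15hLO-1 (40 nM) in 25 mM Hepes pH 7.5, 0.01% Triton X-100, preincubated 15 min RT with compound, then 50 uM arachidonic acid for 6 min. Hydroperoxide read by ferrous/xylenol orange, 30 min; 573/405 nm absorbance ratio gave progress.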
Tau filament bind: tau filament binding. P10636. recombinant tau filaments, thioflavin S fluorescence, 15 h; filaments grown with octadecylsulfate alongside compound. Potency, µM (highest dose often 57.1 µM), inactives show at the highest dose activity change, negative = inhibition. actives 2% (n = 71,000). AID 596;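 further: potency means the concentration at half of the fitted maximal effect; on the % scale 0 is the no-effect control and ±100 the full control effect; actives lower thioflavin S fluorescence by blocking filaments or displacing dye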
Target sequence (P10636 whole entry, looked up): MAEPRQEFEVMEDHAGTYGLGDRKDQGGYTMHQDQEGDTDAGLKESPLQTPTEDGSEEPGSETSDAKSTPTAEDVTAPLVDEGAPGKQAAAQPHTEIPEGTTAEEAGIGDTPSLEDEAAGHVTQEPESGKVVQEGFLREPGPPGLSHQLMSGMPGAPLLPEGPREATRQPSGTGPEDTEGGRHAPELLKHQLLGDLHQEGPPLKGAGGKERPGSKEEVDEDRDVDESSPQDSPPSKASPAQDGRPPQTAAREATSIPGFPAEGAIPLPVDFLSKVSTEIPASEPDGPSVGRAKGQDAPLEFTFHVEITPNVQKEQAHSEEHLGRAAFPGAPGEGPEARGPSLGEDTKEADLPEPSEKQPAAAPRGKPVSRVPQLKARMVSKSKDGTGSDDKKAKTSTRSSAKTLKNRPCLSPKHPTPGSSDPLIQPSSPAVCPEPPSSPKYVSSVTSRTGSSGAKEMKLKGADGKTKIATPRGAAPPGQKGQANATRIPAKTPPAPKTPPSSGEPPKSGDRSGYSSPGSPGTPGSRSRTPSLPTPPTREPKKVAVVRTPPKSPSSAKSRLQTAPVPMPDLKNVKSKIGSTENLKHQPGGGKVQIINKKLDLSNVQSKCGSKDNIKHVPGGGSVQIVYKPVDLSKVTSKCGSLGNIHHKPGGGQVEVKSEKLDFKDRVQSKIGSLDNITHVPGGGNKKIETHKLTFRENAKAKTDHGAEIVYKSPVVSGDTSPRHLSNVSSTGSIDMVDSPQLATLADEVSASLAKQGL
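Assay mix: 1 uM His-tagged tau, 30 uM sodium octadecylsulfate, thioflavine S dye in HEPES/NaCl/DTT buffer. Compound is added prior to the inducer. Fluorescence after 15 h at 37 C.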
ERK AVP inh: vasopressin-driven ERK pathway inhibition | HEK293-V1b, vasopressin-stimulated pERK AlphaScreen | Potency, µM (doses to about 57.5 µM), inactives show top-dose activity, negative = inhibition, usual class: inhibitors | actives 0.99% (n = 72,000); further: potency means the concentration at half of the fitted maximal effect; on the % scale 0 is the no-effect control and ±100 the full control effect; nearly all actives have a fitted effect of over 55% in size
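qHTS, compounds titrated on V1b-expressing HEK293 cells. Preincubation 30 min at 37C, vasopressin 25 nM for 5 min, lysis 10 min, bead incubation 5 hr at room temperature.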
DNA Pol III inh: DNA polymerase III holoenzyme inhibition; Potency, µM (top dose mostly 57.1 µM), without a hit: at the highest dose activity change, negative = inhibition; AID 603; actives 0.25% (n = 71,000); reconstituted DNA polymerase III holoenzyme replication, biochemical; further: potency means the concentration at half of the fitted maximal effect; on the % scale 0 is the no-effect control and ±100 the full control effect
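Reconstituted *E. coli* holoenzyme (0.35 nM Pol III, 1 nM beta, 154 nM SSB, 2 nM primase) was preincubated with compound for 15 min at RT. Synthesis on 1.4 nM ssM13Gori ran 35 min, then was stopped with PicoGreen/EDTA and read as dsDNA fluorescence.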
CRE Fsk mod: modulators of forskolin-stimulated CRE signaling in CHO cells | Potency, µM (series often up to 38.2 µM), for the others: at the highest dose activity change, negative = inhibition, actives largely listed as activators | AID 662 | actives 2.5% (n = 71,000) | CHO CRE-bla reporter (cAMP response element driving beta-lactamase), forskolin EC10, beta-lactamase ratio; active means well fitted activation curve with a large enough effect in the signal ratio, with a control signal flat, not every such curve was filed as active; inconclusive means small, poorly fitted or top-dose-only effect, or effect the other way, or a change in a side signal; the % refers to the signal ratio; further: potency means the concentration at half of the fitted maximal effect; % of control where 0% means no effect
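Titrated compounds plus EC10 NKH 477 on CHO CRE-bla cells, 3 h, 37 °C. CCF4, 2 h RT. Ratio 460/530 nm → AC50.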
HADH2 inhib: inhibitors of human HADH2 dehydrogenase; actives 3.4% (n = 73,000); Potency, µM (series often up to 57.1 µM), for the others: top-dose activity change, negative = inhibition, most hits filed as inhibitors; recombinant HADH2, NADH fluorescence, beta-hydroxybutyryl-CoA; Q99714; further: potency means the concentration at half of the fitted maximal effect; on the % scale 0 is the no-effect control and ±100 the full control effect; nearly all actives have a fitted effect of over 60% in size; many of its hits are not listed in these tables
Target sequence (Q99714 whole entry, looked up, one chain of several): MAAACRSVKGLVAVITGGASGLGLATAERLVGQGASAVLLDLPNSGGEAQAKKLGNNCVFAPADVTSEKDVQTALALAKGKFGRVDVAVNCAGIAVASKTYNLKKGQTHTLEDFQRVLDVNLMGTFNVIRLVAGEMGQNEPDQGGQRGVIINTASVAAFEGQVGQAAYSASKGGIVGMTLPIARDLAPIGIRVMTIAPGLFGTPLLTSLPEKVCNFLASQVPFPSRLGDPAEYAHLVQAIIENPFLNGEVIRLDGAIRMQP
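Buffer 100 mM Tris-HCl pH 9.0/0.01% Tween-20; HADH2 20 nM; NAD+ 1 mM; beta-hydroxybutyryl-CoA 90 uM (all final). 15 min cpd preincubation, RT.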
GFP derepression: epigenetic GFP locus derepression in mouse cells; mouse C127i GFP locus derepression, cytometry, 30 h; actives 0.09% (n = 68,000); Potency, µM (highest dose often 46.1 µM), without a hit: at the top dose GFP derepression (activation); further: % of control where 0% means no effect
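Derepression screen: silenced CMV-GFP reporter in murine C127i cells, 30 h compound incubation at 37 C, washed cells imaged by laser-scanning cytometer to enumerate GFP-expressing objects of 20 to 120 um.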
HBB splice mod: modulators of hemoglobin beta chain splicing | AID 925 | actives 0.06% (n = 65,000) | HBB splicing reporter cell assay, activation; EGFP reporter with mutant IVS2-654 intron; response scale: normalised to 500 nM splice-correcting PNA | Potency, µM (titrated, usually from 46.1 µM), without a hit: at the top dose activation, usual class: activators; further: potency means the concentration at half of the fitted maximal effect; 0% is about no effect
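HeLa cells stably expressing EGFP interrupted by mutant beta-globin intron 2 (IVS2-654), 500/well in 2% FCS. Treated with compound for 2 days at 37C. Splicing correction scored as total well GFP intensity (488 nm excitation, 500-520 nm emission); 500 nM antisense PNA served as control.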
Numbers without * were called inactive; [ ] = remark or other dose. Unless noted, the call rests on the fitted dose curve; in most records, active means well fitted curve in the direction sought with a large enough effect; inconclusive means small, poorly fitted or top-dose-only effect, or another doubt; inactive means no such curve, though single readings can be large; an effect the other way counts as inactive or inconclusive. An excerpt. The share of hits here may be higher or lower than overall.

What do the screens show for `CCn1c(=O)n(CC)c2cc(S(=O)(=O)N3CCC(c4ccccc4)CC3)ccc21`?
UbGFP stabilizer: 12.5%; FLuc inh: 3.7%; Hsp90 Hop PPI: -4.4%; ALOX15 inhib: -8.1%; Tau filament bind: 120.2%; ERK AVP inh: inconclusive; DNA Pol III inh: 3.7%; CRE Fsk mod: inconclusive; HADH2 inhib: 13.3%; GFP derepression: 0.0%; HBB splice mod: 0.9%

How did O=C(Cn1cnc2c(nnn2Cc2ccccc2)c1=O)N1CCN(c2ccccc2)CC1 do in these assays?
UbGFP stabilizer: 6.7%; FLuc inh: 2.0%; Hsp90 Hop PPI: -6.2%; ALOX15 inhib: 3.8%; Tau filament bind: 1.5%; DNA Pol III inh: -4.9%; CRE Fsk mod: -4.5%; HADH2 inhib: 13.1%; HBB splice mod: 0.3%

Results for COc1ccc(-n2c(=O)c(-c3cccs3)nc3cnc(N4CCNCC4)nc32)cc1 ?
UbGFP stabilizer: 0.6%; FLuc inh: -0.5%[11.4 µM]; Hsp90 Hop PPI: inconclusive; ALOX15 inhib: 0.7%; Tau filament bind: inactive; ERK AVP inh: 67.4%[activator]; DNA Pol III inh: -11.4%; CRE Fsk mod: inconclusive; HADH2 inhib: 23.8%; GFP derepression: 8.6%[9.22 µM]; HBB splice mod: -1.9%

What do the screens show for `N#Cc1cccc(-c2nccc(NCc3ccccc3)n2)c1`?
UbGFP stabilizer: -3.8%; FLuc inh: -0.5%[2.29 µM]; Hsp90 Hop PPI: 9.4%; ALOX15 inhib: -15.7%; Tau filament bind: 6.2%; ERK AVP inh: -5.1%; DNA Pol III inh: 3.4%; CRE Fsk mod: inconclusive; HADH2 inhib: 1.6%; GFP derepression: -0.6%[9.22 µM]; HBB splice mod: -1.2%

How did CCOC(=O)C1CCCN(C(=O)c2ccc3c(=O)n(CCOC)c(=S)[nH]c3c2)C1 (centres undefined) do in these assays?
FLuc inh: 3.2%; Hsp90 Hop PPI: -1.9%; ALOX15 inhib: 0.8%; Tau filament bind: -9.2%; ERK AVP inh: -19.4%; DNA Pol III inh: -5.2%; CRE Fsk mod: inconclusive; HADH2 inhib: 6.9%; GFP derepression: 2.6%; HBB splice mod: 2.3%[0.369 µM]

How did CC(C)C(=O)C(C)(C)CCc1ccccn1 do in these assays?
UbGFP stabilizer: 1.0%[9.17 µM]; FLuc inh: 1.0%[11.4 µM]; Hsp90 Hop PPI: 4.3%[11 µM]; ALOX15 inhib: 5.7%[11.4 µM]; Tau filament bind: 3.4%[11.4 µM]; ERK AVP inh: -17.8%[11.5 µM]; DNA Pol III inh: -5.3%[11.4 µM]; CRE Fsk mod: 6.1%[7.6 µM]; HADH2 inhib: 13.0%[11.4 µM]; GFP derepression: 2.2%[9.22 µM]; HBB splice mod: -0.3%[9.22 µM]

How did Cc1noc(C)c1-c1nccc(NC2CC2)n1 do in these assays?
UbGFP stabilizer: 1.9%; FLuc inh: 1.9%[2.29 µM]; Hsp90 Hop PPI: -3.8%; ALOX15 inhib: inconclusive; Tau filament bind: -1.4%; ERK AVP inh: -2.5%; DNA Pol III inh: -5.4%; CRE Fsk mod: 8.8%; HADH2 inhib: -25.9%; GFP derepression: -0.7%[9.22 µM]; HBB splice mod: 1.7%

Results for CC(=O)c1ccc(N(C)C)c2c(N(C)C)cccc12 ?
UbGFP stabilizer: -1.1%; FLuc inh: 2.9%; Hsp90 Hop PPI: -4.3%; ALOX15 inhib: -4.4%; Tau filament bind: 25.4%; ERK AVP inh: -15.1%; DNA Pol III inh: -0.9%; CRE Fsk mod: -8.0%; HADH2 inhib: 10.7%; GFP derepression: 1.2%; HBB splice mod: -1.4%

How did CCOC(=O)c1cccc(NC(=O)Cn2c(CC(=O)NC)nc3ccccc32)c1 do in these assays?
UbGFP stabilizer: -2.1%; FLuc inh: 1.6%; Hsp90 Hop PPI: -2.0%; ALOX15 inhib: -7.3%; Tau filament bind: 3.5%; ERK AVP inh: inconclusive; DNA Pol III inh: 2.6%; CRE Fsk mod: 7.9%; HADH2 inhib: 18.0%; GFP derepression: -2.2%; HBB splice mod: 0.9%

Results for CCOC(=O)c1csc(NC(=O)CSc2nnc(C3CC3)n2C)n1 ?
UbGFP stabilizer: 0.6%; FLuc inh: 2.5%; Hsp90 Hop PPI: 0.0%; ALOX15 inhib: 1.3%; Tau filament bind: 1.4%; ERK AVP inh: -0.9%; DNA Pol III inh: -5.2%; CRE Fsk mod: -7.6%; HADH2 inhib: 13.9%; GFP derepression: -3.9%; HBB splice mod: -4.3%

Results for CC1Cc2ccccc2N1C(=O)CSc1nnc(CSc2ncccn2)n1C (centres undefined) ?
UbGFP stabilizer: -3.1%; FLuc inh: 0.8%; Hsp90 Hop PPI: 2.5%; ALOX15 inhib: 9.8%; Tau filament bind: -15.9%; ERK AVP inh: -0.9%; DNA Pol III inh: -8.0%; CRE Fsk mod: 0.8%; HADH2 inhib: 7.5%; GFP derepression: 0.0%

Results for O=S(=O)(c1cccs1)N1CCN(C/C=C/c2ccccc2)CC1 ?
UbGFP stabilizer: 3.3%; FLuc inh: 1.6%; Hsp90 Hop PPI: 0.9%; ALOX15 inhib: -18.0%; Tau filament bind: 82.9%; ERK AVP inh: -12.8%; DNA Pol III inh: 0.7%; CRE Fsk mod: inconclusive; HADH2 inhib: 3.4%; GFP derepression: 2.6%; HBB splice mod: 3.2%

What do the screens show for `CC(C)(C)c1cnnn1-c1ccc(NC(=O)c2ccc(Br)o2)cc1`?
UbGFP stabilizer: -2.6%; FLuc inh: -1.8%; Hsp90 Hop PPI: -1.8%; ALOX15 inhib: -2.3%; Tau filament bind: -12.9%; ERK AVP inh: -18.0%; DNA Pol III inh: -5.7%; CRE Fsk mod: inconclusive; HADH2 inhib: -1.4%; GFP derepression: 0.0%; HBB splice mod: -4.0%[0.369 µM]

What do the screens show for `Fc1ccccc1CSc1nnc(-c2cnccn2)n1Cc1ccco1`?
UbGFP stabilizer: 14.8%; FLuc inh: 3.3%; Hsp90 Hop PPI: -5.5%; ALOX15 inhib: -0.8%; Tau filament bind: -6.5%; ERK AVP inh: -23.5%; DNA Pol III inh: -7.0%; CRE Fsk mod: inconclusive; HADH2 inhib: -3.5%; GFP derepression: -2.9%; HBB splice mod: -0.6%

How did CCOc1ccc2cc(C#N)c(SCC(=O)NC(C)CC)nc2c1 (centres undefined) do in these assays?
UbGFP stabilizer: -1.1%; FLuc inh: 4.4%; Hsp90 Hop PPI: 0.5%; ALOX15 inhib: -11.5%; Tau filament bind: 5.2%; ERK AVP inh: 3.0%; DNA Pol III inh: -1.9%; CRE Fsk mod: 13.1%; HADH2 inhib: -6.6%; GFP derepression: -0.9%

What do the screens show for `N#CC1=C2SCN(c3ccc(F)cc3)CN2C(=O)CC1c1cccc(F)c1` (centres undefined)?
UbGFP stabilizer: 11.4%; FLuc inh: -18.1%; Hsp90 Hop PPI: -3.3%[2.3 µM]; ALOX15 inhib: inconclusive; Tau filament bind: -17.2%; ERK AVP inh: -27.2%; DNA Pol III inh: -3.5%; CRE Fsk mod: 5.7%; HADH2 inhib: 1.58µM*; HBB splice mod: -0.6%

Results for CCCN1C(=O)c2ccccc2NC1c1ccc(OC)cc1O (centres undefined) ?
UbGFP stabilizer: -3.4%; FLuc inh: -1.1%; Hsp90 Hop PPI: -7.0%; ALOX15 inhib: -22.0%; Tau filament bind: 4.6%; ERK AVP inh: -14.0%; DNA Pol III inh: -0.4%; CRE Fsk mod: 11.9%; HADH2 inhib: 41.0%[activator]; GFP derepression: 0.0%; HBB splice mod: 0.0%[0.369 µM]

What do the screens show for `COc1ccc(NC(=O)CN2CCC3(O)CCCCC3C2c2ccccc2OC)cc1` (centres undefined)?
UbGFP stabilizer: -4.9%; FLuc inh: -5.3%; Hsp90 Hop PPI: -3.2%; ALOX15 inhib: 3.3%; Tau filament bind: -17.2%; ERK AVP inh: -2.0%; DNA Pol III inh: 2.3%; CRE Fsk mod: -19.1%; HADH2 inhib: 14.7%; GFP derepression: -2.2%; HBB splice mod: -4.5%[57.5 µM]

Results for Cn1c(SCc2nc3ccccc3n2CCO)nc2ccccc21 ?
UbGFP stabilizer: 11.7%; FLuc inh: -3.2%; Hsp90 Hop PPI: -8.3%; ALOX15 inhib: 12.4%; Tau filament bind: 7.9%; ERK AVP inh: -12.6%; DNA Pol III inh: 0.2%; CRE Fsk mod: inconclusive; HADH2 inhib: 7.4%; GFP derepression: -1.5%; HBB splice mod: -2.1%
